Screens deposited in PubChem BioAssay by National Center for Advancing Translational Sciences (NCATS).
Peg3 imprint – inducers of genomic imprint erasure in mouse ES cells. mouse ES Peg3-LacZ reporter, beta-gal luminescence, 40 h. Potency, µM (doses to about 60.7 µM), for the others: at the highest dose activity change, positive = activation, usual class: activators. 110,000 tested, 0.02% active. AID 1948;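 further: 0% = negative control wells on the plate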
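Readout: BetaGlo luminescence (5 min, room temp) for LacZ from the normally silent maternal Peg3 allele in female Peg3LacZ-Neo ES cells. Cells 300/well, 40 h, 37C, 5% CO2. Data normalized per plate to negative controls.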
p53ts 32C tox – p53ts cell cytotoxicity, permissive temperature; H1299-p53A138V at 32C, ATP luminescence viability, 24 h; AID 924; Potency, µM (doses to about 46.1 µM), for the others: at the highest dose activity change, negative = cytotoxicity, hits mostly cytotoxic; 130,000 tested, 0.93% active;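 further: 0% = DMSO and -100% = full killing by reference compound; nearly all actives have a fitted effect of over 55% in size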
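H1299-p53 A138V cells (temperature-sensitive p53) exposed 24 h to up to 46 uM compound at 32C, where p53 is wild-type in conformation. Viability read as ATP luminescence and normalised to DMSO and 100 uM tamoxifen. AC50 fitted with the Hill equation.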
p53ts 39C tox – cytotoxicity in p53ts cells at nonpermissive temperature; H1299-p53A138V viability at 39C, ATP luminescence, 24 h; Potency, µM (top dose mostly 46.1 µM), for the others: top-dose activity change, negative = cell killing, usual class: cytotoxic; 130,000 tested, 1.5% active; further: nearly all actives have a fitted effect of over 55% in size
IkB sig inh – suppresses IkB signaling in ABC-DLBCL reporter cells; ABC-DLBCL IkBa-CBG/CBR dual luciferase ratio, 4 h; response scale: scaled: untreated 0%, proteasome inhibitor 100%; Potency, µM (doses to about 57.1 µM), for inactives: top-dose IkBa stabilization activation; 110,000 tested, 0.04% active; AID 445; active means well fitted curve in the direction sought with a large enough effect in the signal ratio, not every such curve was filed as active; inconclusive means small, poorly fitted or top-dose-only effect, or a change in a side signal; the % refers to the signal ratio;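 further: the direction sought is a rising ratio; 0% = basal untreated cells and 100% = reference inhibitor full response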
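Curves were fitted separately to fusion (green), unfused (red) and ratio luminescence, then classed by r2, magnitude and activity. Cells: OCI-Ly3, 4 h compound plus doxycycline at 37C; 10 uM MG-132 defined full response.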
Numbers without * were called inactive; u = inconclusive; x = no result given; [ ] = remark or other dose. Unless noted, the call rests on the fitted dose curve; in most records, active means well fitted curve in the direction sought with a large enough effect; inconclusive means small, poorly fitted or top-dose-only effect, or another doubt; inactive means no such curve, though single readings can be large; an effect the other way counts as inactive or inconclusive. Unless noted, on the % scale 0 is the no-effect control and ±100 the full control effect; potency means the concentration at half of the fitted maximal effect.

mol | Peg3 imprint | p53ts 32C tox | p53ts 39C tox | IkB sig inh
CCOC(=O)c1cnc2c(-c3ccc(Cl)cc3)c(C)nn2c1N | x | 4% | -7% | x
CCc1nnc(NC(=O)CSc2nc3c([nH]c4ccccc43)c(=O)n2-c2ccc(C)cc2)s1 | 19%[10.9 µM] | 5% | -25% | -1.9%
COc1ccc(C2C(C(=O)O)CC(=O)N2c2ccc(OC)cc2)cc1 (stereo unspecified) | 2% | 2% | -2% | -0.3%
CC(C)N(C(=O)Cn1c(SCC(=O)NCc2ccc3c(c2)OCO3)nc2ccccc21)C(C)C | x | 4% | 17% | x
O=C(c1ccc(S(=O)(=O)N2CCCCC2)cc1)N1CCN(Cc2ccc3c(c2)OCO3)CC1 | -7% | 1% | 9% | u
COc1ccccc1NC(=O)CCn1cnc2onc(-c3ccc(F)cc3)c2c1=O | -13%[10.9 µM] | -9% | -9% | 1.0%
CCC(=O)N(Cc1ccc2c(c1)OCO2)Cc1cc2cc(OC)ccc2[nH]c1=O | 3% | -3% | 10% | 1.3%
COc1ccc(C(CNC(=O)COc2cc(C)c(Cl)c(C)c2)N2CCCCC2)cc1 (stereo unspecified) | -19%[10.9 µM] | -7% | u | u
CNC(=O)c1nnn(Cc2ccccc2)c1NC(C)=O | -6% | 6% | 7% | -0.2%
COc1ccc(CNc2nc(-c3ccco3)nn2C(=O)c2ccccc2C)cc1 | -28%[10.9 µM] | -12% | -27% | -2.3%
O=C(CN1CCN(C(c2ccccc2)c2ccccc2)CC1)N1CCOCC1 | -35%[inhibitor] | 0% | 2% | 2.7%
O=C(CN1C(=O)CCc2cc(S(=O)(=O)N3CCOCC3)ccc21)NCc1ccccc1 | 18%[10.9 µM] | 1% | 11% | 0.1%
Oc1c(Br)cc(Br)cc1-c1nc2ccccc2s1 | -8%[10.9 µM] | -4% | 20% | 3.6%
COc1ccc(-c2n[nH]c3c2C(c2ccc(O)cc2)N(c2ccc(Br)cc2)C3=O)cc1 (stereo unspecified) | -12%[10.9 µM] | 2% | u | u
Cc1noc(C)c1S(=O)(=O)NC1CCN(Cc2ccccc2)CC1 | -1% | -3% | -6% | 2.9%
C=C1CCC2[C@](C)(CO)C(O)CC[C@]2(C)C1C/C=C1/C(=O)OCC1O (stereo partly specified) | -35%[inhibitor] | 50%[activator] | 39%[activator] | x
CCOC(=O)c1cccc(Nc2c3c(nc4ccccc24)CCC3)c1 | u | u | -16% | u
Cc1cc(Cl)ccc1NC(=O)C1CCCN1S(=O)(=O)c1ccc2c(c1)CCCC(=O)N2 (stereo unspecified) | 5%[10.9 µM] | -6% | -25% | 2.3%
CCc1ccc(NC(=O)C2CCC(CNS(=O)(=O)c3ccc4c(c3)CC(C)N4C(C)=O)CC2)cc1 (stereo unspecified) | -17%[10.9 µM] | -2% | -19% | 0.3%
N[C@@H](CSc1nc2ccccn2c1[N+](=O)[O-])C(=O)O | 4%[10.9 µM] | -4%[9.22 µM] | -7%[9.22 µM] | -0.3%[11.4 µM]

Part of the list above in order of SMILES length, highest first.
mol | Peg3 imprint | p53ts 32C tox | p53ts 39C tox | IkB sig inh
CCc1ccc(NC(=O)C2CCC(CNS(=O)(=O)c3ccc4c(c3)CC(C)N4C(C)=O)CC2)cc1 (stereo unspecified) | -17%[10.9 µM] | -2% | -19% | 0.3%
N[C@@H](CSc1nc2ccccn2c1[N+](=O)[O-])C(=O)O | 4%[10.9 µM] | -4%[9.22 µM] | -7%[9.22 µM] | -0.3%[11.4 µM]
Oc1c(Br)cc(Br)cc1-c1nc2ccccc2s1 | -8%[10.9 µM] | -4% | 20% | 3.6%

(cont.)
mol | Peg3 imprint | p53ts 32C tox | p53ts 39C tox | IkB sig inh
COc1ccc2c(c1)OCC1=C2CCC2(C)C(=O)CC=C12 (stereo unspecified) | -16% | -4% | -1% | u
COc1ccccc1NC(=O)CCn1nc(-c2ccccc2)c2ccccc2c1=O | -13%[10.9 µM] | 4% | u | u
CCOC(=O)c1[nH]c2ccc(OC)cc2c1NC(=O)CN1CCSCC1 | -6% | 1% | 0% | -0.6%
CN1CC=C2C(C#N)=C(N)C(C#N)(C#N)C(Cc3ccccc3)C2C1 (stereo unspecified) | -7% | 5% | 3% | 0.8%
CCOC(=O)CC(NC(=O)CCc1c(C)nc2c(-c3ccccc3)c(C)nn2c1C)c1ccc(C)cc1 (stereo unspecified) | -12%[10.9 µM] | 38%[activator] | -9% | u
OC1CCCN(Cc2ccc3c(c2)Cc2ccccc2-3)C1 (stereo unspecified) | -5% | -16% | -6% | -1.0%
CC(C)c1ccc(NC(=O)C(Cc2ccccc2)n2cccc2)cc1 (stereo unspecified) | 0%[10.9 µM] | 10% | u | u
CCOc1ccc(S(=O)(=O)N2CCCCC2)c2ccccc12 | -19% | 18% | 5% | 0.7%
Cc1ccc(C(=O)Nc2c(C(=O)NCc3ccc(Cl)cc3)sc3nc(C)cc(C)c23)cc1 | -9%[10.9 µM] | u | u | u
CCOC(=O)C1CCCN(C(=O)c2ccc3c(c2)N(Cc2ccccc2)C(=O)c2ccccc2S3=O)C1 (stereo unspecified) | -12%[10.9 µM] | 14% | -10% | u
OC(CN1CCOCC1)CN(c1ccccc1)c1ccccc1 (stereo unspecified) | -12% | 6% | 8% | 0.6%
CCOc1ccc(NC(=O)CC2C(=O)N(C)C(=S)N2Cc2ccc3c(c2)OCO3)cc1 (stereo unspecified) | x | -28% | 2% | x
CCCn1c(CCC(=O)Nc2cc(Cl)c(OC)cc2OC)nc2cccnc21 | -15%[10.9 µM] | -7% | 8% | 1.1%
CCOC(=O)c1ccc(NC(=O)CSc2nccn2C)cc1 | x | -2% | 6% | 10%
COC(=O)CS(=O)(=O)c1nnc([C@H](Cc2ccccc2)NC(=O)OC(C)(C)C)o1 | -43%[inhibitor] | u | u | u
COc1cccc(N2CCN(C(=O)CCc3c(C)nc4c(c3C)c(=O)n(C)c(=O)n4C)CC2)c1 | 2%[10.9 µM] | -1% | -20% | u
CC(=O)c1cccc(NS(=O)(=O)c2ccc3[nH]c4c(c3c2)CCCCC4)c1 | -10%[10.9 µM] | 18% | u | -4.1%
CCCN(CCC)CCNC(=O)c1cc(-c2ccc(Br)s2)nc2ccccc12 | -16%[10.9 µM] | -22% | u | 4.5%
C/C(=C\C#N)n1nc(C)cc1N | -1% | 5% | -12% | 0.3%
CCOc1ccc(C2C(C#N)=C(N)SC(N)=C2C#N)cc1OCC | -4% | 21% | 18% | 0.9%

Continued (three carried over from the part before).
mol | Peg3 imprint | p53ts 32C tox | p53ts 39C tox | IkB sig inh
CCCN(CCC)CCNC(=O)c1cc(-c2ccc(Br)s2)nc2ccccc12 | -16%[10.9 µM] | -22% | u | 4.5%
C/C(=C\C#N)n1nc(C)cc1N | -1% | 5% | -12% | 0.3%
CCOc1ccc(C2C(C#N)=C(N)SC(N)=C2C#N)cc1OCC | -4% | 21% | 18% | 0.9%
CC(C)OCCCNC(=O)CCCn1c(SCC(=O)c2ccc(F)cc2)nc2c(sc3ccccc32)c1=O | -2%[10.9 µM] | -1% | -2% | 0.1%
Cc1nn(-c2ccccc2)c(C)c1NC(=O)c1ccc(S(=O)(=O)N2CCCC2)cc1 | -20% | 2% | 4% | 3.2%
COc1ccc(-n2nc(C(=O)N(C)c3cc(C)ccc3C)c3c4ccccc4n(C)c3c2=O)cc1Cl | 11%[10.9 µM] | 15% | -8% | -2.6%
O=C(CN1C(=O)NC2(CCOc3ccccc32)C1=O)Nc1ccc2c(c1)OCCO2 (stereo unspecified) | -3% | 0% | -2% | 0.1%
O=C(C1CCN(S(=O)(=O)c2cccnc2)CC1)N1CCN(c2ccc(Cl)cc2)CC1 | -16% | -20% | -1% | 0.2%
COCCNC(=O)CN1CCC(NC(=O)Nc2ccc(C(F)(F)F)cc2)CC1 | -13% | -8% | -2% | 0.3%
CCN1CCN(C(=O)c2nn(-c3ccc(OC)cc3)c(=O)c3c2c2ccccc2n3C)CC1 | -11% | -19% | -3% | 0.2%
CCc1ccc(OCc2nnc(SCC(=O)NCc3ccco3)o2)cc1 | x | -6% | -8% | 0.5%
CCOc1cccc(C(=O)Nc2nc(-c3ccc(S(=O)(=O)N4CCOCC4)cc3)cs2)c1 | 4% | 2% | 0% | 1.6%
O=C(NCC(=O)N(Cc1ccco1)C(C(=O)NC1CCCC1)c1cccnc1)c1cccs1 (stereo unspecified) | 4% | 4% | 11% | -1.1%
Cc1ccc(C(=O)NCC(c2ccc3c(c2)OCO3)N2CCOCC2)cc1C (stereo unspecified) | 27%[10.9 µM] | 4% | -14% | -1.9%
Cc1c(-c2ccccc2)[n+](=O)c(-c2ccco2)c(C)n1[O-] | 8% | 4% | 12% | 1.4%
Cc1noc(NS(=O)(=O)c2ccc(NC(=O)c3cnc4scc(C)n4c3=O)cc2)c1C | -89%[inhibitor] | -1% | 3% | -0.7%
O=C1c2ccccc2C(=O)N1C/C=C/c1ccccc1 | -4% | 1% | 15% | 0.0%
COc1ccc(CNC(=O)C(C)NC(=O)c2cc3ccccc3o2)cc1 (stereo unspecified) | -7% | -9% | -12% | 2.3%
CCc1ccc2oc(-c3ccc(N)cc3)nc2c1 | u | 7.9µM* | 10µM* | u
CC(=O)NC1Sc2ccccc2N=C1c1ccccc1 (stereo unspecified) | -36%[inhibitor] | -15% | -17% | -1.0%
Fc1ccc(OCc2nn3c(Cn4nnc5ccccc54)nnc3s2)cc1 | -16% | -8% | 6% | 3.8%
Cc1ccc(-n2nc(C)c3c(C(=O)Nc4ccccc4C(F)(F)F)cc(C)nc32)cc1 | 9%[10.9 µM] | 6% | -7% | 0.8%
NC1=NC2(CCN(Cc3ccccc3)CC2)n2c(nc3ccccc32)N1 | -14% | 1% | -5% | -0.2%
COc1c2ccoc2cc2oc(C)cc(=O)c12 | -8% | 4% | 10% | x
Fc1ccc(-c2cc(-c3nc(-c4cccc(Cl)c4)no3)[nH]n2)cc1 | -8%[10.9 µM] | -1% | 2% | u
Nn1c(Cc2ccccc2F)nnc1SCC(=O)N1CC(=O)Nc2ccccc21 | 8% | -4% | -8% | 0.0%
Nc1c(S(=O)(=O)O)cc(Nc2cccc(S(N)(=O)=O)c2)c2c1C(=O)c1ccccc1C2=O | -9%[10.9 µM] | -7%[9.22 µM] | -10%[9.22 µM] | 2.5%[11.4 µM]
CCOC(=O)C1=C(O)CSC1=Nc1ccccc1 | -10% | 9% | 1% | -0.6%
CCCn1c(SCc2ccccc2)nc2c1c(=O)[nH]c(=O)n2C | -20% | -1% | -1% | 4.0%
Cc1oc2ncn(CC(C)C)c(=O)c2c1C(=O)NCCCN(Cc1ccccc1)C(C)C | 19%[10.9 µM] | -9% | 18% | -2.7%
CCCCOc1cccc(C(=O)NNC(=S)NC2CCCCC2)c1 | x | -9% | -8% | x
Cc1nc2scc(C)n2c(=O)c1S(=O)(=O)Nc1ccc(N2CCN(C(=O)C(C)C)CC2)cc1 | 3%[10.9 µM] | -6% | -11% | 3.2%
COc1ccc(CCNS(=O)(=O)c2cc(-c3cc(C)no3)ccc2OC)cc1OC | -8%[10.9 µM] | 12% | 1% | -3.6%
COc1ccc(NC(=O)c2sc3nc4c(cc3c2N)CCCCCC4)cc1 | -6%[10.9 µM] | u | u | u
CS(=O)(=O)N(CC(=O)Nc1ccc2c(c1)OCCO2)Cc1ccc(Cl)cc1 | -6% | -9% | 3% | 3.3%
Cc1cccc(OCCSc2nc3c([nH]2)c(=N)ncn3Cc2ccccc2)c1 | x | -6% | -7% | x
COC(=O)c1sccc1S(=O)(=O)N(CC(=O)Nc1ccccc1F)c1ccccc1 | -7%[10.9 µM] | -3% | -23% | u
COc1cc(OC)cc(C(=O)Nc2ccc3oc(-c4cccc5c(Br)cccc45)nc3c2)c1 | -10%[10.9 µM] | 3% | 7% | 4.8%
Clc1ccc(CSc2ccc(-c3cccs3)nn2)cc1 | -9%[10.9 µM] | 2% | -17% | -2.5%
Cc1cc(-n2nnc3ccccc32)nc2ccccc12 | -16% | 9% | -2% | 0.5%
COc1ccc(S(=O)(=O)N(CC(=O)NC(C)c2ccccc2)c2ccc(C)cc2)cc1OC (stereo unspecified) | -11%[10.9 µM] | 12% | 14% | u
CC1(C)OC2CO[C@]3(COS(N)(=O)=O)OC(C)(C)OC3C2O1 (stereo partly specified) | -6% | 9% | -11% | x
